# MBNL1 CUG block: inhibitors of human MBNL1 binding to CUG repeat RNA | Q9NR56 | TR-FRET MBNL1-His/biotin-(CUG)12 binding, 665/545 ratio | Potency, µM (titrated, usually from 57.5 µM), inactives show at the highest dose activity change, negative = inhibition, most hits filed as inhibitors | actives 0.036% (n = 280,000) | AID 2675; active = well fitted inhibition curve with a large enough effect in the signal ratio, with a control signal flat, not every such curve was filed as active; inconclusive = small, poorly fitted or top-dose-only effect, or effect the other way, or a change in a side signal; inactive = no such curve, though single readings can be large or run the other way; the % refers to the signal ratio; also: potency is read from the fitted curve at half-maximal effect; % is scaled to controls: 0 for no effect and ±100 for the full control effect
#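 MBNL1-His + Biotin-(CUG)12, cpd titration 92 nM–58 uM; Tb anti-His Ab 0.055 ng/ul, SA-XL665 5 nM (final); 60 min RT; ratiometric 665/545 nm, Ex 340 nm; normalized to buffer and full-complex controls.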
# ELG1 DNA repair: ELG1-dependent DNA repair inhibition; AID 504467; HEK293T ELG1-luciferase reporter, luminescence, 16 h; DNA damage induced by 5-fluorouridine; Potency, µM (highest dose often 46.1 µM), inactives show at the highest dose activity change, negative = inhibition, usual class: inhibitors; actives 2.3% (n = 330,000); also: potency is read from the fitted curve at half-maximal effect; % is scaled to controls: 0 for no effect and ±100 for the full control effect; nearly all actives have a fitted effect of over 55% in size
#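 In this reporter screen, reduction of luminescence relative to DMSO vehicle indicated activity. Compounds and 5-fluorouridine were added together to 2,000 cells per well, incubated for 16 hr at 37 °C, then developed with ONE-Glo.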
# Menin MLL FP TR: menin-MLL binding inhibition, Texas Red mutant peptide | actives 0.23% (n = 270,000) | Potency, µM (titrated, usually from 61.6 µM), for the others: at the highest dose FP activity change, negative = inhibition, most hits filed as inhibitors | AID 1768 | O00255 | Menin + Texas Red MLL mutant peptide, fluorescence polarization; active = well fitted inhibition curve with a large enough effect in the polarisation, with a control signal flat, not every such curve was filed as active; inconclusive = small, poorly fitted or top-dose-only effect, or effect the other way, or a change in a side signal; inactive = no such curve, though single readings can be large or run the other way; the % refers to the polarisation; also: potency is read from the fitted curve at half-maximal effect; % of control where 0% means no effect; many of its hits are not listed in these tables
# Target sequence (O00255 whole entry, looked up): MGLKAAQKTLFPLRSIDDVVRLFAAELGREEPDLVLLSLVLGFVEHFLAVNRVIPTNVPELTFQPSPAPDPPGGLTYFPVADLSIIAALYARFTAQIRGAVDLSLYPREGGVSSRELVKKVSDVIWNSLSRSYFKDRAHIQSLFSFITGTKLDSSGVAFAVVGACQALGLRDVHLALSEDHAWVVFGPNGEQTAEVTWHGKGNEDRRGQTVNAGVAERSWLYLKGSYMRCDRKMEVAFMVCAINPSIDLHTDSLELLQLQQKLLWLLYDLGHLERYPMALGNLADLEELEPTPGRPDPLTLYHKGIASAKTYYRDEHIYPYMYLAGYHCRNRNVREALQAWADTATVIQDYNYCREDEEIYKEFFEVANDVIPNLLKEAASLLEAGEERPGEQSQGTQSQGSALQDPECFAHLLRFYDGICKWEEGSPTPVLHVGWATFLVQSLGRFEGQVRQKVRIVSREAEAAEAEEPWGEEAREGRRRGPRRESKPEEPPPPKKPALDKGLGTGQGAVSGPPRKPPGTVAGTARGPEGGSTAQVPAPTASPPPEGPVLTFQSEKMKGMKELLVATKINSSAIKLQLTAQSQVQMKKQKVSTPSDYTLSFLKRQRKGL
# NPC1 promoter act: NPC1 promoter activation. Potency, µM (titrated, usually from 9.22 µM), for inactives: top-dose activation, usual class: activators. actives 2.4% (n = 320,000). Huh7 NPC1 promoter luciferase reporter, 24 h;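 also: potency is read from the fitted curve at half-maximal effect; % of control where 0% means no effect; nearly all actives have a fitted effect of over 60% in size; reporter is driven by a mutant NPC1 promoter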
#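 Luminescence read-out of NPC1 promoter-driven luciferase in stably transfected Huh7 cells; compounds delivered in DMSO and left 24 h at 37C, 5% CO2, qHTS titration format.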
# VP16 counter: Gal4-VP16 reporter inhibition counter-screen; Drosophila S2 Gal4-VP16 UAS-luciferase, luminescence, 20 h; Potency, µM (doses to about 53.6 µM), without a hit: top-dose activity, negative = inhibition, hits mostly inhibitors; actives 3.5% (n = 310,000); AID 2546;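 also: Gal4-VP16 expression switched on by copper sulfate through the metallothionein promoter; potency is read from the fitted curve at half-maximal effect; % is scaled to controls: 0 for no effect and ±100 for the full control effect; nearly all actives have a fitted effect of over 50% in size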
# FLuc counter: inhibits or activates purified firefly luciferase, miR-21 counter-screen. purified FLuc, Km substrates, luminescence inhibition. Potency, µM (top dose mostly 57.5 µM), for the others: at the top dose activity change, negative = inhibition, actives largely listed as inhibitors. actives 6.9% (n = 360,000). AID 588342;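 also: potency is read from the fitted curve at half-maximal effect; plate controls were vehicle for no effect and reference inhibitor for full effect; nearly all actives have a fitted effect of over 55% in size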
#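 Purified P. pyralis luciferase, 10 nM final, with Km-level 10 uM D-luciferin and 10 uM ATP in 50 mM Tris acetate pH 7.5, 10 mM Mg acetate, 0.01% Tween-20, 0.05% BSA; 6-point qHTS titration about 60 µM downward; luminescence read.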
# KCNH2 3.1 block: inhibitors of human KCNH2 3.1 potassium channel isoform. U2OS KCNH2 3.1, thallium flux FluxOr; stronger effect = lower value. actives 0.95% (n = 340,000). activity change, % (tested at about 1.8 µM);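 active = maximum activity change below -70%; inconclusive = maximum activity change from -70% to -50%; inactive = maximum activity change above -50%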;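 also: thallium influx rate constant from kinetic fluorescence after stimulation buffer; % is scaled to controls: 0 for no effect and ±100 for the full control effect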
#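 Channel expression came from 3.1 mutant virus (1.77 x 10^8 /mL) applied to suspended U2OS cells for 4 h. Flux was tracked with FluxOr dye plus Red40 quencher, and kinetic rate constants normalized to controls.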
# Rab9 promoter act: activates the Rab9 promoter; Huh7 Rab9 promoter-luciferase reporter, luminescence, 24 h; Potency, µM (top dose mostly 9.22 µM), for the others: at the highest dose activation, negative = inhibition, hits mostly activators; actives 2.8% (n = 320,000); also: potency is read from the fitted curve at half-maximal effect; % of control where 0% means no effect; nearly all actives have a fitted effect of over 60% in size
#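 Using Huh7 cells stably transfected with Rab9 promoter–luciferase, compounds were incubated 24 h at 37 °C, 5% CO2; luciferase luminescence was read 10 min after reagent addition.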
# Mito fusion act: mitochondrial division inhibition or fusion activation | Potency, µM (titrated, usually from 46.1 µM), without a hit: at the highest dose growth rescue (activation), actives largely listed as activators | actives 0.23% (n = 320,000) | AID 485298 | S. cerevisiae fusion-defective mutant growth rescue, CellTiterGlo 48 h;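 also: potency is read from the fitted curve at half-maximal effect; % of control where 0% means no effect; nearly all actives have a fitted effect of over 45% in size; temperature-sensitive fusion mutants such as fzo1-1 at 37 °C on non-fermentable ethanol glycerol medium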
#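 S. cerevisiae fusion-defective temperature-sensitive mutants (e.g. fzo1-1, mgm1-5) grown 48 h at 37C in YPEG (ethanol/glycerol non-fermentable) medium with 23 nl compound per well; growth rescue read as CellTiterGlo luminescence.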
# PKM2 activator: activators of human pyruvate kinase M2. P14618. actives 0.34% (n = 260,000). purified PKM2, Kinase-Glo ATP luminescence, activation; response scale: 0% is enzyme alone, no compound. AID 1631. Potency, µM (doses to about 57.5 µM), without a hit: at the highest dose activation, most hits filed as activators; also: potency is read from the fitted curve at half-maximal effect; % is scaled to controls: 0 for no effect and ±100 for the full control effect; nearly all actives have a fitted effect of over 55% in size
# Target sequence (P14618 whole entry, looked up): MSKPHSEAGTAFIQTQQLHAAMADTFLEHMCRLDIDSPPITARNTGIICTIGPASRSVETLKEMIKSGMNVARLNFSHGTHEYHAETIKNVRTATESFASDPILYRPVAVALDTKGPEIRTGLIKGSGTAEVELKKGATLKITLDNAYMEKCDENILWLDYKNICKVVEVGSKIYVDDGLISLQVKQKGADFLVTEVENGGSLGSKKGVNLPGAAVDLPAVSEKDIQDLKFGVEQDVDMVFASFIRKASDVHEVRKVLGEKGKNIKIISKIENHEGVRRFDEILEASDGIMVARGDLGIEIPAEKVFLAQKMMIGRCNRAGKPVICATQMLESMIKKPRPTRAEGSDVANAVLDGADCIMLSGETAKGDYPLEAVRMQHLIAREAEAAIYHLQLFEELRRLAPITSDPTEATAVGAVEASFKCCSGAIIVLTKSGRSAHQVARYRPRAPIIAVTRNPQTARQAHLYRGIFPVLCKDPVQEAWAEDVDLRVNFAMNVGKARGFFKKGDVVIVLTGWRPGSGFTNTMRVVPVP
#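 Purified hPK-M2 (>95% pure) converted ADP (0.1 mM final) to ATP with 0.5 mM PEP in 50 mM imidazole pH7.2, KCl, MgCl2, Tween 20, BSA; 1 h at room temperature. ATP detected by Kinase-Glo luminescence.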
# RORgamma inh: blocks mouse ROR gamma transcriptional activity | Drosophila S2 Gal4-RORgamma UAS-luciferase reporter, 20 h | P51450 | actives 5.4% (n = 310,000) | Potency, µM (top dose mostly 53.6 µM), without a hit: top-dose activity change, negative = inhibition, most hits filed as inhibitors; also: potency is read from the fitted curve at half-maximal effect; % is scaled to controls: 0 for no effect and ±100 for the full control effect; nearly all actives have a fitted effect of over 60% in size
#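 Schneider cells (Drosophila), stable Gal4 DBD–ROR gamma + UAS-luc; 1 hr cmpd preincubation; Cu2+ induction 700 uM final; 20 hr ambient; luminescence.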
# Active calls of the source: *; ? = inconclusive; . = no result given. Unless noted, calls follow the shape of the dose curve; as a rule, active = well fitted curve in the direction sought with a large enough effect; inconclusive = small, poorly fitted or top-dose-only effect, or another doubt; inactive = no such curve, though single readings can be large; an effect the other way counts as inactive or inconclusive.
SMILES,MBNL1 CUG block,ELG1 DNA repair,Menin MLL FP TR,NPC1 promoter act,VP16 counter,FLuc counter,KCNH2 3.1 block,Rab9 promoter act,Mito fusion act,PKM2 activator,RORgamma inh
COC(=O)[C@H](C)NC(=O)NC1CCN(Cc2ccccc2)CC1,1.0%,-5.7%,-0.4%,-1.2%,-0.7%,1.3%,-20.4,-3.4%,0.6%,-2.6%,-0.9%
O=C(Cn1cnc([N+](=O)[O-])c1)Nc1ccc(F)c(Cl)c1,9.1%,1.9%,14.3%,2.6%,-1.7%,-1.8%,-0.4,1.8%,-10.8%,.,0.0%
O=C(c1ccc(Cl)cc1)N1CCN(CCOc2ccccc2)CC1,-6.1%,-22.2%,?,2.7%,?,-2.7%,-2.9,-3.9%,0.2%,.,25.6%
Cc1ccc(CN=c2c([N+](=O)[O-])nn(-c3ccc(Cl)cc3)n2O)cc1,?,?,-3.2%,8.1%,-10.5%,?,0.5,23.9%,-0.1%,-1.2%,-19.6%
O=C(COc1ncnc2ccccc12)NCc1ccco1,-11.5%,6.1%,12.0%,2.9%,-8.6%,-5.3%,12.7,0.5%,11.2%,-15.4%,-0.2%
Cc1ccnc2nc(C(=O)OCC(=O)NC3CCCC(C)C3C)nn12 (centres undefined),.,8.2%,.,-2.0%,.,-0.4%,-6.5,0.1%,-2.2%,.,.
COc1ccc(COc2ncnc3ccc(Br)cc23)cc1F,?,13.2%,23.9%,-4.6%,-3.8%,-3.4%,5.9,0.2%,0.3%,-1.2%,31.1%
Cc1cc(Cl)c2ccccc2n1,.,7.9%,0.4%,0.9%,3.2%,-0.3%,0.0,-2.6%,-5.3%,-8.5%,-19.7%
O=C(CN1C(=O)CCSc2ccc(S(=O)(=O)N3CCCC3)cc21)NCc1ccccc1Cl,-2.0%,-12.3%,.,-2.1%,27.7%,1.4%,3.9,-3.5%,1.0%,.,30.0%
COc1cccc(-c2nc3ccccc3s2)c1O,?,?,?,?,-27.7%,0.338µM*,12.0,?,6.5%,1.0%,-44.0%
COc1cc(/C=C(\NC(=O)c2ccccc2)C(=O)N2CC3CC(C2)c2cccc(=O)n2C3)cc(OC)c1OC (centres undefined),7.3%,8.4%,.,-4.5%,0.0%,-2.1%,6.4,1.4%,-4.2%,-3.1%,21.2%
CCOC(=O)N1CCN(C(=O)/C=C/c2ccc(OC)cc2)CC1,10.4%,10.7%,-9.8%,-2.7%,16.1%,?,-16.7,-0.8%,0.3%,0.0%,12.2%
CCOc1cc(C2C(C(=O)OC)=CN(C3CCCC3)C=C2C(=O)OC)cc(Br)c1O,?,16.0%,-29.2%,0.0%,-21.1%,0.1%,3.3,-4.3%,-3.6%,8.4%,-4.6%
CCOc1cccc(/C=N/NC(=S)Nc2cc(S(=O)(=O)N3CCOCC3)ccc2N2CCOCC2)c1O,9.6%,5.8µM*,5.2%,-16.7%,10µM*,?,-16.2,-22.5%,0.3%,-1.5%,?
O=C(COC(=O)c1cccc(S(=O)(=O)N2CCc3ccccc32)c1)NC1CCS(=O)(=O)C1 (centres undefined),1.1%,-1.1%,-7.4%,-3.5%,-0.1%,7.4%,-3.8,-0.9%,-0.2%,0.9%,16.6%
COc1ccc(C(=O)C(C)Sc2nnc(C3CC3)n2C2CC2)cc1 (centres undefined),.,25.6%,.,-11.1%,.,-0.2%,6.9,3.1%,11.6%,.,.
O=C(NCc1cccnc1)C(=O)Nc1nccs1,-3.6%,13.3%,0.0%,-4.9%,7.2%,1.0%,.,9.2%,-5.1%,1.7%,17.7%
CNc1ccc(S(=O)(=O)NCC(=O)OCC(=O)Nc2cccc(Cl)c2Cl)cc1[N+](=O)[O-],.,2.6%,15.1%,-1.1%,2.3%,2.0%,-21.2,0.3%,-1.3%,3.5%,-6.3%
COC(=O)c1ccc(Cn2c(C)cc(C)[n+]2C)o1,7.6%,10.9%,.,6.1%,10.4%,1.1%,-13.5,-2.0%,-1.3%,-18.2%,30.1%
Cc1c(/C=C2\NC(=O)NC2=O)c2ccccc2n1C,?,-20.9%,-0.1%,1.6%,4.2%,2.1%,29.4,1.4%,-0.6%,4.7%,-3.4%
Cc1csc(CNc2ncnc3ccc(-c4cccc(Cl)c4)cc23)c1,.,?,.,-1.1%,.,1.7%,.,-2.1%,7.7%,.,.
N#CC1=C(O)C(c2ccccc2)n2c1nc(=O)c1ccccc12 (centres undefined),-1.9%,0.0%,-1.9%,0.0%,-17.1%,3.4%,-1.7,-2.8%,-3.2%,-17.7%,0.4%
CC(C)CCOc1ccc(C(=O)NCC(c2ccco2)N(C)C)cc1 (centres undefined),3.6%,-0.3%,-26.6%,8.4%,21.4%,-5.7%,-21.3,6.1%,3.1%,-6.2%,42.4%
Cc1sc(NC(=O)CCCC(=O)O)c(C#N)c1C,1.1%,?,20.2%,1.4%,9.7%,?,9.4,4.8%,-4.0%,8.1%,5.6%
CCN(CC(=O)Nc1ccc(NC(C)=O)cc1)C(=O)COc1ccc2ccccc2c1,.,6.9%,.,1.2%,.,-25.3%,0.7,-4.4%,-1.6%,.,.
N#C/C(=C\c1ccc[nH]1)S(=O)(=O)c1ccccc1,?,-0.1%,7.4%,1.1%,-0.1%,3.1%,-9.0,-4.0%,9.5%,5.0%,2.9%
Cc1ccc(C2NC(=S)NC3=C2N2CCC3CC2)cc1 (centres undefined),8.6%,-1.0%,15.9%,6.3%,?,-0.8%,10.4,-6.2%,2.8%,-15.7%,11.2µM*
O=C(Nc1nnc(CCc2ccccc2)s1)c1cccs1,14.0%,-6.4%,-12.9%,?,0.6%,?,-1.8,?,3.7%,-5.2%,-0.4%
O=C(N1CCCCCC1)N1CCN(C(=O)N2CCCCC2)CC1,1.1%,1.9%,2.6%,6.2%,-6.7%,1.0%,-1.2,-3.1%,0.9%,-13.5%,-0.9%
Cc1ccc(OCC(=O)NCCNC(=O)c2ccccn2)cc1,-5.1%,0.4%,7.6%,-2.8%,8.9%,3.9%,11.3,-0.6%,0.2%,.,2.7%
CC(C)(C)c1ccc(C(=O)NNC(=O)CCC(=O)Nc2ccccc2)cc1,5.4%,7.3%,.,10.6%,8.4%,3.38µM*,8.8,6.3%,1.2%,-4.6%,-40.9%
O=C(Cc1cccc2ccccc12)Nc1nc(-c2cccc([N+](=O)[O-])c2)cs1,?,?,?,-1.2%,-0.2%,2.3%,-23.4,-5.0%,-6.8%,-6.0%,16.9%
O=C(O)c1ccc2c(=O)n3c(nc2c1)/C(=C/c1ccccc1Br)CC3,?,10.6%,-21.9%,2.2%,2.6%,-16.3%,5.3,1.8%,-3.6%,.,39.4%
S=C(NCCc1ccc(Cl)cc1)Nc1ccc(Cl)cc1Cl,?,-12.5%,?,0.0%,4.47µM*,-3.2%,-14.9,1.1%,-19.8%,0.5%,5.62µM*
CCNCc1cc(Cl)cc(OC)c1OC(C)C,-1.5%,1.8%,-14.8%,-2.1%,-6.0%,2.7%,0.8,-0.1%,1.2%,8.5%,-4.9%
O=C(CSc1nnc(Cc2cccs2)n1Cc1ccco1)Nc1ccc(Cl)cc1Cl,7.2%,?,22.3%,-5.8%,-10.6%,-5.6%,2.8,-5.3%,-5.1%,-0.9%,?
O=C(Cc1ccc(Cl)cc1)NCCN1CCCC1,1.1%,0.5%,10.7%,0.4%,4.8%,0.0%,4.6,-5.4%,0.4%,-5.4%,-9.8%
Cc1cc(C)cc(NC(=O)Cn2nnc(C(=O)NCc3cccs3)c2N)c1,-1.0%,2.1%,.,-1.8%,-3.0%,-0.8%,-0.3,-3.2%,0.4%,.,13.6%
Fc1ccc(CCNC(=S)Nc2ccc(F)c(Cl)c2)cc1,-11.3%,?,?,-3.3%,?,-14.2%,-15.3,-2.7%,10.6%,7.5%,7.08µM*
c1ccc2c(c1)CCN(c1ncnc3nc[nH]c13)C2,-5.2%,2.7%,9.9%,-0.1%,-3.1%,-1.0%,7.8,0.9%,2.9%,-7.8%,-22.0%
CCOC(=O)c1cc2c(N)c(C(=O)c3ccc(Br)cc3)sc2[nH]c1=O,6.4%,-1.2%,?,-7.1%,-13.2%,-18.7%,-0.5,-11.9%,12.0%,10.2%,31.3%

# Compound activity as filed in PubChem.

# Only part of the results is shown (hit frequency here may not be typical).
